High-throughput results as filed in PubChem.
Xi reactivation – activators of inactive X chromosome reactivation, primary screen, imaging, XiGFP fibroblasts, GFP high-content imaging, set 2 | 0.055% of 360,000 active | AID 743238, 2013 | XiGFP mouse fibroblasts, % GFP-positive cells imaging, 3 d; cells co-treated with 5-aza-dC sensitizer; scaled so ellipticine positive control = 100% | activation, % at 7.58 µM;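 active means mean normalized replicate activation at least 10% and every replicate at or above 10%; inconclusive means only one of the two criteria met; inactive means mean below 10% and not all replicates reach 10%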;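 further: 0% = median of on-plate neutral control wells and 100% = ellipticine 6 µM median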
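Material: XiGFP fibroblasts, SV40-immortalized; Buffer or medium: DMEM containing 5-aza-dC; Compound dosing: single point; Times: 3 days compound exposure.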
F508del corr – F508del CFTR correction, initial screen, CFBE line, single point | CFBE cells, YFP halide quenching; stimulated with forskolin plus potentiator P3; % fluorescence drop versus neutral controls | activity (quench increase), % at 7.58 µM | 0.36% of 350,000 active | AID 720511, 2013;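 active means mean added fluorescence quench of at least 8% versus neutral control, with both replicates also reaching 8%; inconclusive means only one of the mean or replicate conditions met; inactive means mean below 8% and not both replicates reaching 8%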;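 further: cells transiently co-express mutant CFTR-F508del with the halide-sensitive YFP; corrector assay measuring rescue of mutant channel to the surface after 24 h compound exposure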
RAD52 inh – RAD52 DNA annealing inhibitors, primary screen, biochemical, FRET, single point, set 2. inhibition, % at 18.7 µM. recombinant RAD52 DNA annealing, FRET fluorescence. 0.46% of 360,000 active;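 active means every replicate showing at least 50% inhibition; inconclusive means mean inhibition at least 50% but not in every replicate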
E-selectin induc – E-selectin induction in HUVECs, primary screen, imaging, HUVEC, immunofluorescence imaging, single point; normalized: neutral wells 0, TNF-alpha wells 100; activation, % at 7.58 µM; 0.37% of 260,000 active; AID 686992, 2013;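 active means mean E-selectin-positive cell signal at least 10% of the positive control, reached in at least 60% of replicates, without over 20% cell loss; inconclusive means no rule given, readout overlaps actives, possibly toxicity-flagged; inactive means the rest, including those meeting only one limit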;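 further: in these data hits start at about 27%; measured in HUVEC primary endothelial cells; signal is the percent of cells scored E-selectin positive by PE staining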
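Read-out: % PE-positive cells | Test system: HUVEC | Doses: One compound dose added by pin transfer | Buffer or medium: EGM-2 over gelatin coat | Signal: Immunofluorescence imaging | Benchmarks: TNF-alpha, DMSO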
DENV2 CPE – inhibitors of DENV2 cytopathic effect, primary screen, cell-based, plate reader, single concentration; DENV2-infected cells, cytopathic effect rescue; CPE inhibition, % at 9.99 µM; 1.7% of 350,000 active; in the data active means CPE inhibition above about 20%, passing the limit was not always enough; inconclusive means no clear call, values can overlap the other calls; tested in BHK-21 cells;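 further: 0% = median of neutral control wells and 100% = median of positive control wells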
INS-1E GSIS act – GLuc luminescence reporter in INS-1E cells, primary screen for activators of glucose-dependent secretion of insulin | INS-1E GLuc reporter insulin secretion, 2-3 h | activation, % at 16.6 µM | 0.61% of 370,000 active | AID 743287, 2014;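 active means lowest replicate activation of at least 40%, so every replicate reaches that level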;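 further: 0% = median of neutral control wells and 100% = median of IBMX positive control wells; some compounds called inactive have numbers as strong as hits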
RAD54 branch – inhibitors of human RAD54 branch migration, primary screen, biochemical, fluorescence, single point | inhibition, % at 10.4 µM | 0.14% of 360,000 active | AID 602329, 2012 | RAD54 Holliday junction branch migration, FAM/BHQ fluorescence;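 active means mean normalized replicate activity at least 40 and at least half of replicates scoring 40 or more; inconclusive means only one of the two criteria met; inactive means mean below 40 and under half of replicates reaching 40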;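 further: 0% = median of neutral control wells and 100% = median of positive control wells; inhibitors cause a drop in the FAM fluorescence signal; in these data hits start at about 50%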
Target sequence (Q92698 whole entry, looked up): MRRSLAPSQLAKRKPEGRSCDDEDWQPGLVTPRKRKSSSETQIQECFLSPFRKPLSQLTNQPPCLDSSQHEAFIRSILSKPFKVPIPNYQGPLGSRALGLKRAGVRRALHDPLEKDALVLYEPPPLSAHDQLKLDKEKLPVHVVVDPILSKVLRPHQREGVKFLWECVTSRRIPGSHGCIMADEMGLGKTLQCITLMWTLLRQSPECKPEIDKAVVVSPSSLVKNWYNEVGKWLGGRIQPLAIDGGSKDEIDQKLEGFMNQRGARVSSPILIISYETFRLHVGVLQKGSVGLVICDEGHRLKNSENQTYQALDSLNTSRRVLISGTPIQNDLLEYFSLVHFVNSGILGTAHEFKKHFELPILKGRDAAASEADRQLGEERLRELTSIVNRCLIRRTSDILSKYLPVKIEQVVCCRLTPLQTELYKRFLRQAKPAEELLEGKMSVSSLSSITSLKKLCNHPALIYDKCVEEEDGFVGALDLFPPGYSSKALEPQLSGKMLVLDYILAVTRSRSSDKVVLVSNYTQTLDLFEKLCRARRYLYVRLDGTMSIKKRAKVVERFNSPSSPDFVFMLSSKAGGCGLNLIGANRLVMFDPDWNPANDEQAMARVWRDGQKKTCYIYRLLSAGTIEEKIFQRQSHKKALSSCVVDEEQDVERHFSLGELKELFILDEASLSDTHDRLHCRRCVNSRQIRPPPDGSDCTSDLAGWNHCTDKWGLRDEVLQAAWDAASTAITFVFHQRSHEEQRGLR
Casp6 inh – human caspase-6 inhibitors, primary screen, biochemical, VEID-R110 fluorescence, single point, set 2; P55212; purified caspase-6, Z-VEID-R110 cleavage fluorescence; inhibition, % at 12.5 µM; 0.53% of 350,000 active;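 active means mean inhibition across replicates at least about 35%, with every replicate also reaching that limit, limit read from the data; inconclusive means only one of the two criteria met; inactive means neither criterion met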;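 further: 0% = median of neutral control wells and 100% = no fluorescence left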
Target sequence (P55212 24-179 limits assumed): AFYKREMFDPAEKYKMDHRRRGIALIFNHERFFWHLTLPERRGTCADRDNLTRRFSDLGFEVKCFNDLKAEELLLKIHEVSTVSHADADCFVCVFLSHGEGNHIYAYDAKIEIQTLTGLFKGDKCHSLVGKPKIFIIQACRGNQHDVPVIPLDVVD
Target sequence (P55212 194-293 limits assumed): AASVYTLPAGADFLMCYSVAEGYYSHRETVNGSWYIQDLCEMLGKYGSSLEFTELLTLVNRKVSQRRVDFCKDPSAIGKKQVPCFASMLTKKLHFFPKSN
An asterisk follows results filed as active; ? = inconclusive; · = not tested or not shown; & = joins results of further samples. This is a random part of the collection (roughly 3.7% active in at least one column).

canonical_smiles	Xi reactivation	F508del corr	RAD52 inh	E-selectin induc	DENV2 CPE	INS-1E GSIS act	RAD54 branch	Casp6 inh
COc1ccc(NC(=O)Nc2ccc3c(c2)C(=O)N([C@@H](C)CO)C[C@H](C)[C@H](CN(C)Cc2ccc(C(F)(F)F)cc2)OCCCC[C@H](C)O3)cc1	-0.1	0.2	5	0.0	-12	-23	1	-1
O=C(c1ccc2c(c1)OCO2)N1CCC2(CC1)Oc1ccc(F)cc1C(=O)C21CC(c2cccnc2)=NO1 (stereo not given)	0.0	-5.2	-16	-0.5	0	-31	-6	·
COc1ccc(C2(CNC(=O)c3cccs3)CCOCC2)cc1	0.1	1.4	-5	1.2	4	·	-4	-1
COC(=O)c1ccc2nc(-c3ccc(OC)c(OC)c3)c(Cc3cccc(F)c3)n2c1	0.1	-0.2	-50	0.6	5	56	·	3
COCCNc1nc(-c2ccc(Cl)cc2C)c2sccc2n1	0.0	0.6	7	0.0	-2	-1	-8	2
Cc1ccc(S(=O)(=O)Nc2ccc3c(c2)C(=O)N([C@H](C)CO)C[C@H](C)[C@@H](CN(C)C)O3)cc1	-0.1	-0.3	-7	-0.1	?	-4	-5	-3
O=C(NCC1CCCO1)c1cccc(NC(=O)c2ccc(Br)cc2)c1 (stereo not given)	0.1	0.7	-8	0.0	-11	7	-4	2
O=C(c1ccncc1)N1CC(=O)N2[C@H](C1)[C@H](c1ccc(-c3ccccc3F)cc1)[C@@H]2CO	0.2	-2.9	-11	-0.3	11	-2	·	0
NC(=O)C1(NC(=O)[C@@H]2CC3(CC(c4cccc(NC(=O)[C@@H]5CCC(=O)N5)c4)=NO3)CN2C(=O)Cc2ccc(Cl)cc2)CC1 (stereo not given in full)	0.1	1.9	-10	0.0	-5	-11	-3	1
CNC[C@@H]1OCCCC[C@@H](C)Oc2ccc(NC(=O)NC3CCCCC3)cc2C(=O)N([C@H](C)CO)C[C@H]1C	-0.7	1.2	-88	3.3	-1	-17	-3	-2
C/[N+]([O-])=C/c1c(OCc2ccccc2)ccc2ccccc12	0.0	0.3	-13	0.4	18	-2	10	0
COc1ccccc1NC(=S)N(CCc1ccc(OC)c(OC)c1)Cc1ccccn1	-0.1	-2.0	-12	6.2	-1	15	2	5
CCCCCN(C(=O)CCC(=O)OCC(=O)N1C(C)CCCC1C)c1c(N)n(CCCC)c(=O)[nH]c1=O (stereo not given)	0.1	-1.1	-19	0.0	-8	-9	-9	3
NC(=O)c1nsc(C(=O)N(c2ccccc2)C(C(=O)NC2CCCC2)c2cccs2)c1N (stereo not given)	0.1	-5.4	-2	·	1	17	10	-1
COc1ccc(S(=O)(=O)N[C@@H]2C=C[C@H](CC(=O)NCCc3ccncc3)O[C@H]2CO)cc1	0.0	-0.7	·	0.8	·	25	·	·
COc1ccc(S(=O)(=O)Nc2c(C)n(C)n(-c3ccccc3)c2=O)c(Cl)c1Cl	0.0	1.2	-5	0.4	-4	·	-3	-1
Cc1ccc(Cl)cc1N1CCN(S(=O)(=O)c2ccc3c(c2)CC(=O)N3C)CC1	0.0	0.7	-11	·	-3	3	-1	-2
COc1ccc(-n2cc(-c3ccc(OC(F)F)cc3)[n+]3c2CCCCC3)cc1	0.2	-2.9	1	·	·	-15	·	-8
COc1cc(S(=O)(=O)Nc2ccc3c(c2)C(=O)N(C)C3=O)ccc1NC(C)=O	0.0	3.8	-47	0.8	2	21	-2	-1
O=C(N/N=C/c1cccnc1)c1ccc(Cn2cc([N+](=O)[O-])cn2)o1	0.2	·	-10	·	1	22	·	2
CC1CCCCC1NC(=O)Cc1ccc(S(=O)(=O)N2CCOCC2)s1 (stereo not given)	0.4	2.8	-10	-1.8	0	8	0	3
O=C(CSc1ccccn1)N1CCN(S(=O)(=O)c2ccc(Cl)cc2)CC1	-0.1	-1.3	-25	0.0	-5	15	·	1
Cc1cccc(C)c1NC(=S)N/N=C/c1ccccc1C(=O)O	-0.1	0.2	4	0.0	-3	1	-3	1
COc1ccc(NC(=O)Nc2ccc3c(c2)CC(=O)N([C@H](C)CO)C[C@H](C)[C@@H](CN(C)S(=O)(=O)c2ccc(Cl)cc2)O3)cc1	9.1	-1.7	12	-20	0	-14	·	2
Cc1cccc(-n2c(=O)c3ccccc3n3c(=S)[nH]nc23)c1C	0.2	-0.8	-14	·	0	14	-10	1
Cc1ccccc1S(=O)(=O)N1CC[C@@H]2[C@H](CO)Nc3ccc(-c4cccc(C#N)c4)cc3[C@@H]21	0.2	0.3	·	-0.8	96*	16	-9	·
O=C1CCC/C=C/C[C@@H](CC(=O)N(CCO)Cc2ccccc2)C(=O)NC[C@H](c2ccccc2)O1	-0.6	1.4	-6	-0.1	85*	·	-2	-1
Cc1ccc(S(=O)(=O)Nc2ccc3c(c2)CC(=O)N([C@H](C)CO)C[C@H](C)[C@@H](CN(C)CC2CC2)O3)cc1	-0.8	-1.6	7	0.2	-6	2	7	-1
O=[N+]([O-])c1cccc(NC(=S)NCCc2ccccc2)c1	0.1	-1.5	-6	-0.1	1	-16	·	·
Cc1noc(C)c1NC(=O)N(C)C[C@@H]1Oc2ccc(NC(=O)Cc3cn(C)c4ccccc34)cc2C(=O)N([C@H](C)CO)C[C@@H]1C	-1.2	4.0	-11	·	4	1	-16	1
COc1cccc(NC(=O)Nc2ccc3c(c2)C(=O)N(C)C[C@@H](OC)[C@H](C)CN(CC2CC2)[C@@H](C)CO3)c1	0.3	-1.6	64*	0.5	8	1	3	1
COc1ccccc1OCCNC(=O)C1CC(=O)N(c2ccccc2OC)C1 (stereo not given)	-0.1	2.9	-22	·	0	9	1	-4
C#CCN(C[C@@H]1[C@@H](OC(=O)NCC2CCCCC2)[C@@H](OC(=O)NCC2CCCCC2)Cn2c(=O)n(CCCCCC)c(=O)n21)S(=O)(=O)c1ccc(C)cc1	-0.1	0.5	-5	2.5	-11	-3	-4	·
CCS(=O)(=O)N1CC2(C1)[C@H](c1ccccc1)[C@@H](CO)N2Cc1ccccn1	0.1	0.6	-25	-0.1	-1	4	·	0
CC(C)CC#Cc1cnc2c(c1)C(=O)N([C@H](C)CO)C[C@H](C)[C@@H](CN(C)C(=O)Nc1ccccc1F)O2	-1.1	1.3	9	-0.1	?	-26	-5	-4
COCc1cn(CC[C@@H]2CC[C@@H](NC(=O)Nc3ccc(F)cc3)[C@H](CO)O2)nn1	0.8	-1.7	-9	1.6	12	13	5	-1
O=C(Nc1ccc(Cl)cc1)N1C[C@H]2[C@@H](c3ccccc31)[C@@H](CO)N2C(=O)c1cccnc1	0.3	-3.9	-2	0.2	?	-22	6	-3
O=C(NCCCNC(=O)c1cncc(O)c1)c1cncc(O)c1	0.0	1.7	-14	·	-5	-5	·	0
COC(=O)[C@@H](Cc1c[nH]c2ccccc12)NC(=O)CCC(=O)c1ccc(F)cc1	0.2	-1.1	-22	·	10	-15	11	4
CC(C)c1nc(SCC(=O)Nc2cccc(C(F)(F)F)c2)c2c(=O)n(C)c(=O)n(C)c2n1	0.4	5.7	1	·	6	·	-13	-2
COc1ccc(OC)c(/C(C)=N/Nc2ccc(C(=O)O)cc2)c1	0.2	0.1	-5	0.5	-11	2	-5	4
Cc1ccsc1C1CC(=O)Nc2ccccc2S1 (stereo not given)	0.2	-1.4	-11	17	1	-2	1	3
O=C(C1CCC(CNS(=O)(=O)c2cccc3nsnc23)CC1)N1CC=C(c2ccccc2)CC1 (stereo not given)	0.0	-1.9	-19	0.3	-1	9	-1	-2
CN(C)CC#Cc1ccc([C@@H]2[C@H]3CN(C(=O)CN(C)C)CCCCN3[C@H]2CO)cc1	0.2	3.0	62*	-0.4	-4	19	-10	3
C[C@@H]1CN([C@H](C)CO)C(=O)c2cc(C#CC3CC3)cnc2O[C@@H]1CN(C)C(=O)c1ccccc1	0.6	1.6	9	-0.2	7	19	1	1
CN(C)c1ccc(C(=O)OCC(=O)NCCNC(=O)COC(=O)c2ccc(N(C)C)cc2)cc1	0.0	1.8	-2	-0.6	0	-2	-8	-3
CC(C)c1ccccc1NC(=O)c1ccco1	·	-2.4	-15	·	-6	5	0	1
COc1cccc(S(=O)(=O)Nc2ccc3c(c2)OC[C@@H](C)N(C(=O)Cc2cccnc2)C[C@@H](C)[C@H](OC)CN(C)C3=O)c1	-0.5	0.3	·	0.0	·	12	15	·

4 entries from above, with each value named:
> COc1ccc(OC)c(/C(C)=N/Nc2ccc(C(=O)O)cc2)c1
  Xi reactivation: 0.2; F508del corr: 0.1; RAD52 inh: -5; E-selectin induc: 0.5; DENV2 CPE: -11; INS-1E GSIS act: 2; RAD54 branch: -5; Casp6 inh: 4

> Cc1ccsc1C1CC(=O)Nc2ccccc2S1 (stereo not given)
  Xi reactivation: 0.2; F508del corr: -1.4; RAD52 inh: -11; E-selectin induc: 17; DENV2 CPE: 1; INS-1E GSIS act: -2; RAD54 branch: 1; Casp6 inh: 3

> O=C(C1CCC(CNS(=O)(=O)c2cccc3nsnc23)CC1)N1CC=C(c2ccccc2)CC1 (stereo not given)
  Xi reactivation: 0.0; F508del corr: -1.9; RAD52 inh: -19; E-selectin induc: 0.3; DENV2 CPE: -1; INS-1E GSIS act: 9; RAD54 branch: -1; Casp6 inh: -2

> CN(C)CC#Cc1ccc([C@@H]2[C@H]3CN(C(=O)CN(C)C)CCCCN3[C@H]2CO)cc1
  Xi reactivation: 0.2; F508del corr: 3.0; RAD52 inh: 62*; E-selectin induc: -0.4; DENV2 CPE: -4; INS-1E GSIS act: 19; RAD54 branch: -10; Casp6 inh: 3

(more compounds)
canonical_smiles	Xi reactivation	F508del corr	RAD52 inh	E-selectin induc	DENV2 CPE	INS-1E GSIS act	RAD54 branch	Casp6 inh
COc1cc(OC)c(C2Oc3nc(SC)nnc3-c3ccccc3N2C(C)=O)cc1OC (stereo not given)	0.3	-0.7	-4	·	-5	14	-2	2
Cc1ccccc1N(CC(=O)NC1CCCCC1)C(=O)c1csnn1	0.2	0.6	-8	·	0	7	2	-2
O=C1NC(C(=O)O)=CC(c2ccc([N+](=O)[O-])cc2)N1 (stereo not given)	0.0	-0.8	-15	·	7	-1	·	2
CCC(=O)N1CC(=O)N2[C@H](CO)[C@@H](c3ccc(C#Cc4cccnc4)cc3)[C@@H]2C1	0.4	0.1	2	0.6	?	8	·	1
Cc1cc(Cl)ccc1OCC(=O)NNC(=O)c1cccnc1	0.0	2.1	6	·	-8	-5	-4	3
COc1ccc(CN(C)C[C@H]2Oc3c(NC(=O)Nc4ccccc4)cccc3C(=O)N([C@H](C)CO)C[C@@H]2C)cc1	-0.4&0.2	1.2&0.4	0&-23	1.0&-0.1	2	-11&-18	-7&-9	1&1
